Source: PubChem BioAssay (National Center for Advancing Translational Sciences (NCATS))
B2AR arrestin – recruits beta-arrestin to the human beta2-adrenergic receptor | P07550 | beta-arrestin recruitment to beta2AR, cell-based reporter | Potency, µM (titrated, usually from 46.1 µM), for the others: at the highest dose activation, hits mostly activators | 0.02% of 330,000 active;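 further: potency means the concentration at half of the fitted maximal effect; 0% = DMSO controls and full agonism = EC100 isoproterenol or metaproterenol; nearly all actives have a fitted effect of over 65% in size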
p53 reactivation – mutant p53 re-activation in reporter cells; 0.063% of 320,000 active; H1299 p53-A138V BP100-luciferase reporter, luminescence, 24 h; Potency, µM (highest dose often 92.2 µM), inactives show at the top dose activity change, positive = activation, most hits filed as activators; AID 504706; further: potency means the concentration at half of the fitted maximal effect; % of control where 0% means no effect; nearly all actives have a fitted effect of over 45% in size
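H1299 (p53-null), stable ts p53-A138V + BP100-Luc; 1000 cells/well, Opti-MEM/10% FBS; cpd 4 pt, 1:5; 24 h, 37 deg C, 5% CO2; detection reagent 10 min RT; luminescence.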
PTAP TSG101 blk – blocks PTAP/TSG101 interaction to inhibit HIV-1 budding; Q99816; Fluorescence polarization, FITC-PTAP peptide / Tsg101 binding; Potency, µM (top dose mostly 115 µM), without a hit: at the top dose activity change, negative = inhibition, most hits filed as inhibitors; 340,000 tested, under 10 active; AID 493005; active means well fitted inhibition curve with a large enough effect in the main read-out, with a control signal flat, not every such curve was filed as active; inconclusive means small, poorly fitted or top-dose-only effect, or effect the other way, or a change in a side signal; inactive means no such curve, though single readings can be large or run the other way; further: potency means the concentration at half of the fitted maximal effect; % of control where 0% means no effect
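Fluorescence anisotropy tracks displacement of a FITC-tagged PTAP peptide (50 nM) from the Tsg101 binding domain (10 uM), following a 20 min room-temperature incubation at pH 7.5.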
uPA generation – cell surface uPA generation inhibition; 0.31% of 330,000 active; AID 540303; cell surface uPA generation assay, qHTS; Potency, µM (highest dose often 38.3 µM), inactives show at the highest dose activity change, negative = inhibition, usual class: inhibitors; active means well fitted inhibition curve with a large enough effect; inconclusive means small, poorly fitted or top-dose-only effect; inactive means no such curve, though single readings can be large or run the other way; tested in mouse RAW 264.7 cells; further: potency means the concentration at half of the fitted maximal effect; on the % scale 0 is the no-effect control and ±100 the full control effect; nearly all actives have a fitted effect of over 55% in size
a7 integrin act – activates integrin-mediated alleviation for muscular dystrophy; alpha7betagal myoblasts, beta-gal FDG fluorescence, 48 h; Potency, µM (top dose mostly 38.3 µM), for inactives: at the highest dose activation, most hits filed as activators; 0.064% of 350,000 active;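 further: potency means the concentration at half of the fitted maximal effect; 100% = response of the positive control SU9516; nearly all actives have a fitted effect of over 60% in size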
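Alpha7betagal+/- myoblasts (passage 13) were plated 16-24 hr, then exposed to compounds (1:260 dilution of DMSO stock) for 48 hours at 37C. After MPER lysis, β-galactosidase reporter activity was read as FDG fluorescence (ex 480/em 540) after 30 minutes.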
TRPV1 agonist – agonists of human vanilloid receptor 1 (TRPV1). activation, % at 8.33 µM. TRPV1-expressing cells, Fluo-8 calcium influx, agonist mode. 0.19% of 320,000 active; in the data active means activation above about 80%; inconclusive means between about 30% and that limit; further: 0% is about no effect
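Fluo-8 calcium influx in TRPV1-expressing cells, kinetic read (ex 480/em 520 nm). Compound added and read 3 min for agonist activity, followed by capsaicin at EC20 final and 2 min further read for enhancement.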
ASM inhibitor – human S-ASM enzyme inhibition. P17405. placental ASM, HMU-PC fluorogenic substrate, 60 min. Potency, µM (series often up to 57.5 µM), inactives show at the top dose activity change, negative = inhibition, hits mostly inhibitors. 0.006% of 340,000 active. AID 504937; further: potency means the concentration at half of the fitted maximal effect
Target sequence (P17405 47-631 limits assumed): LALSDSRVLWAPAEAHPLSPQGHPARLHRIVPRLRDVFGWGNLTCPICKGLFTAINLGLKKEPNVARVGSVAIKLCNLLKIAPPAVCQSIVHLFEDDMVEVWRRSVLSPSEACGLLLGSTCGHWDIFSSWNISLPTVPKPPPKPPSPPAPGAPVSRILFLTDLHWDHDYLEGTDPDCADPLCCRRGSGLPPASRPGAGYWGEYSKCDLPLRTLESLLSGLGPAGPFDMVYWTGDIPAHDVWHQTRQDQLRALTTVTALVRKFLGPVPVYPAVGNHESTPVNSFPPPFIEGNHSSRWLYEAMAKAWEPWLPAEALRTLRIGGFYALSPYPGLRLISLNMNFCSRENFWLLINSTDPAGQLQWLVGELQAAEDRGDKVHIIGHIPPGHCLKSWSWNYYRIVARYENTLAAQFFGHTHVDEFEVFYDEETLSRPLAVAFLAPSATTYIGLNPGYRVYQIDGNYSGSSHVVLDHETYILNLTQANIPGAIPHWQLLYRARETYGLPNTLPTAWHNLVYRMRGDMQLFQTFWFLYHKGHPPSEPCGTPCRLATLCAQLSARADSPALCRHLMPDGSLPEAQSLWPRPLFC
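qHTS format. ASM enzyme prepared from human placenta hydrolyses the fluorogenic substrate HMU-PC0 (9 uM final) over 60 min at 37 °C after a 10 min compound preincubation.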
USP2a inh – USP2a (human) protease inhibition. Potency, µM (highest dose often 38.3 µM), without a hit: at the top dose activity change, negative = inhibition, most hits filed as inhibitors. AID 463254. 0.01% of 330,000 active. USP2 core, Ub-CHOP2 coupled fluorogenic reporter, 485/531;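 further: potency means the concentration at half of the fitted maximal effect; plate controls were DMSO wells for no effect and full inhibition by NEM control for full effect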
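USP2 core (10nM final) preincubated 30min RT with compound in 20mM Tris-HCl pH 8.0, 2mM CaCl2, 2mM beta-mercaptoethanol, 0.05% CHAPS; 25nM Ub-CHOP2 plus 25nM reporter substrate added, fluorescence (Ex485/Em531) read after 60min.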
BRCA1 expr act – BRCA1 expression activation. MCF7-BRCA1-FFLuc reporter, luminescence, 48 h; response scale: scaled: vehicle 0%, 10 µM genistein 100%. Potency, µM (highest dose often 46.1 µM), inactives show top-dose activation, most hits filed as activators. 1.1% of 380,000 active. AID 624202; further: potency means the concentration at half of the fitted maximal effect; nearly all actives have a fitted effect of over 80% in size; some results filed as inactive show a strong effect at the top dose
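Luminescence from a BRCA1-driven firefly luciferase in MCF7 cells was read after 48 h compound exposure at 37 C. Data normalized against DMSO and a 10microM genistein activation control, then curve-fitted across the titration.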
Eya2 phos inh – blocks the phosphatase activity of human Eya2. O00167. recombinant Eya2, OMFP fluorescence dephosphorylation (OMFP is methylfluorescein phosphate). Potency, µM (titrated, usually from 76.9 µM), inactives show at the highest dose activity, negative = inhibition, hits mostly inhibitors. 0.006% of 330,000 active. AID 488837; further: potency means the concentration at half of the fitted maximal effect; on the % scale 0 is the no-effect control and ±100 the full control effect
Target sequence (O00167 whole entry, looked up): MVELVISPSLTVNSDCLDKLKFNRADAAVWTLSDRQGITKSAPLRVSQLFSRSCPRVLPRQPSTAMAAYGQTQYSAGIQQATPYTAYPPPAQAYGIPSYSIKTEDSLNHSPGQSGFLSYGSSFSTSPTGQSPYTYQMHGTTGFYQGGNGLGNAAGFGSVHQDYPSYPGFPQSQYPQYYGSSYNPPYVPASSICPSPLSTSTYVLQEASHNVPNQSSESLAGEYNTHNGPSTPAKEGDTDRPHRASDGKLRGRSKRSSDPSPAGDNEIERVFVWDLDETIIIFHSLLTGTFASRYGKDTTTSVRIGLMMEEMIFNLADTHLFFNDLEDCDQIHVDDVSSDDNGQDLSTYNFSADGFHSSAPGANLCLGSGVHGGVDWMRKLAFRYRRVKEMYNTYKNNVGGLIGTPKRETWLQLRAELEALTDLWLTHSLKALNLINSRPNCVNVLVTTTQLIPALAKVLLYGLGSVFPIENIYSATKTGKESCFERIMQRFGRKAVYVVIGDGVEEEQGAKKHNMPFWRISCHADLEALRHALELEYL
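Eya2 (0.2 uM) preincubated 10 min at ambient with compound, then OMFP substrate added at 50 uM; 10 min reaction in 50 mM HEPES pH 7.5, 50 mM NaCl, 5 uM MgCl2, 0.05% BSA, 1 mM DTT. Fluorescence read at Ex 485/Em 525 nm.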
ELG1 genotoxic – inducers of genotoxicity in HEK293T ELG1-luciferase cells | 1.3% of 330,000 active | HEK293T ELG1-luciferase reporter, luminescence, 16 h | Potency, µM (series often up to 46 µM), without a hit: at the highest dose activity change, positive = activation, usual class: activators; further: potency means the concentration at half of the fitted maximal effect; % of control where 0% means no effect; nearly all actives have a fitted effect of over 60% in size
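HEK293T cells expressing luciferase-tagged ELG1 were treated with compound or DMSO for 16 hr at 37°C. Luciferase activity was then read after 30 min with ONE-Glo at room temperature; rising signal flags genetic stress.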
An asterisk follows results filed as active; ? = inconclusive; · = no result given; [ ] = remark or other dose. Unless noted, the call rests on the fitted dose curve; in most records, active means well fitted curve in the direction sought with a large enough effect; inconclusive means small, poorly fitted or top-dose-only effect, or another doubt; inactive means no such curve, though single readings can be large; an effect the other way counts as inactive or inconclusive.

| SMILES | B2AR arrestin | p53 reactivation | PTAP TSG101 blk | uPA generation | a7 integrin act | TRPV1 agonist | ASM inhibitor | USP2a inh | BRCA1 expr act | Eya2 phos inh | ELG1 genotoxic |
| --- | --- | --- | --- | --- | --- | --- | --- | --- | --- | --- | --- |
| CC1CCCN(Cc2nc3c(c(=O)n(C)c(=O)n3C)n2CCc2ccccc2)C1 (stereo unspecified) | -0.3% | 9% | -4% | 2% | -3% | 18 | 1% | -2% | -7% | 5% | -1% |
| O=C(O)CCC(=O)N1CCc2cc(S(=O)(=O)NCc3cccs3)ccc21 | -0.3% | -2% | -6% | · | 17% | -2 | 6% | 4% | 14% | 6% | 3% |
| COCCNS(=O)(=O)c1ccccc1 | -0.3% | 1% | -4% | -2% | 17% | 0 | 1% | -1% | 3% | 4% | -1% |
| Cc1occc1C(=O)N1N=C(C2CC2)CC1(O)C(F)(F)F (stereo unspecified) | 0.1% | 9% | -2% | -6% | 9% | 1 | 2% | 2% | -23% | 4% | 1% |
| O=C(C[n+]1cc(-c2ccccc2)n2c1CCC2)Nc1nc(-c2ccc(F)cc2)cs1 | 0.4% | 8% | -2% | 4% | -13% | 0 | -1% | 0% | 25% | -7% | -4% |
| O=[N+]([O-])c1ccccc1CN1CCN(Cc2c[nH]c3ccccc23)CC1 | 0.2% | 9% | -2% | -15% | -27% | 5 | -2% | 0% | -70% | 6% | -11% |
| CCOC(=O)CSC1=C(C#N)C(c2ccc(C)cc2)C2=C(CCCC2=O)N1 (stereo unspecified) | -3.6% | -13% | -10% | 5% | 13% | -1 | 109%[activator] | 5% | -1% | 13% | 9% |
| CCOC(=O)C1C(=O)CC(C)(O)C(C(=O)OCC)C1/C=C/c1ccccc1 (stereo unspecified) | 0.1% | 3% | -2% | -6% | 20% | 12 | 0% | 0% | -15% | 3% | -15% |
| Cc1cc(C)nc(N(C#N)CCOc2ccc(Cl)cc2)n1 | -1.4% | -4% | -1% | -2% | 28% | 1 | 3% | -7% | 27% | -5% | 1% |
| Cc1ccccc1OCC(=O)NCCc1nc2ccccc2[nH]1 | -1.3% | 1% | -3% | 2% | 15% | ? | 4% | 2% | -10% | 12% | 0% |
| O=C(O)CCCC(=O)N1CCOCCOCCOCCOCC1 | 0.6% | 2% | -6% | 4% | -6% | -1 | 0% | 0% | 18% | 2% | -2% |
| O=C(NCCc1ccccc1)c1cccc(N2CCCC2=O)c1 | 0.2% | 1% | -4% | ? | 3% | 3 | -1% | 1% | -24% | 3% | ? |
| Cc1cccc(C)c1NS(=O)(=O)c1cc2c3c(c1)CCN3C(=O)CC2 | 0.2% | -3% | -1% | -9% | -9% | -1 | 0% | -1% | -8% | -1% | 5% |
| Cc1nc2ccc(Cl)cc2c(-c2ccccc2F)c1CC(=O)O | -4.5% | -2% | -1% | 1% | -9% | -5 | 3% | -1% | -6% | 2% | -2% |
| O=C(O)C1CCCCC1C(=O)NCCc1ccc(F)cc1 (stereo unspecified) | -1.2% | -1% | -3% | -1% | 22% | 1 | 2% | 2% | 4% | -19% | 1% |
| CCN(C(=O)Cc1ccc(NC2=NC3CS(=O)(=O)CC3S2)cc1)c1ccccc1 (stereo unspecified) | 0.0% | · | 1% | -2% | 23% | -1 | 5% | 0% | 0% | 3% | 7% |
| Cc1ccc(N(CC(=O)Nc2ccc(C)cc2C)S(=O)(=O)N2CCCC2)cc1 | 0.9% | -5% | -4% | · | -6% | 11 | -6% | 1% | 2% | -18% | -2% |
| COCCCNC(=O)Cn1ncc2ccsc2c1=O | -0.1% | -2% | -9% | -2% | 6% | -1 | 2% | 3% | 10% | -22% | -2% |
| Cc1ccccc1COCCN1CCN(S(=O)(=O)c2ccccc2)CCC1=O | -0.6% | 5% | 1% | 7% | -1% | 12 | 2% | 2% | -8% | -7% | 2% |
| O=C(CCN1C(=O)C2C3C=CC(C4CC34)C2C1=O)Oc1ccccc1 (stereo unspecified) | -0.9% | -1% | -2% | 1% | ? | 0 | 0% | 10% | -4% | 2% | -1% |
| COc1ccc(S(=O)(=O)N(C)C[C@H]2Oc3c(NC(=O)Nc4c(C)noc4C)cccc3C(=O)N([C@@H](C)CO)C[C@H]2C)cc1 | -1.0% | -7% | 0% | 0% | 0% | · | 4% | 0% | -9% | 5% | 1% |
| O=C(CN1CCOCC1)Nc1ncc(Cc2cccc(Cl)c2)s1 | 0.0% | -1% | -6% | 6% | 10% | 23 | 0% | -2% | 3% | 2% | 1% |
| Cc1oc(C(C)(C)C)c(CN2CCCC2)c1C(=O)O | -0.2% | -6% | -7% | 6% | -6% | -1 | -1% | -2% | 0% | 7% | 0% |
| O=C(CNC(=S)N(Cc1ccccc1Cl)C1CCCC1)NCCCN1CCOCC1 | 0.3% | 7% | 2% | 0% | 1% | -8 | 0% | -3% | -4% | -1% | -1% |
| O=C(NNC(=O)c1ccc(Br)o1)c1ccc(NS(=O)(=O)c2cccs2)cc1 | · | · | 2% | 2% | -3% | · | 3% | · | -11% | · | · |
| CCC1CCc2sc(C(=O)O)cc2C1 (stereo unspecified) | 0.3% | -2% | -5% | 0% | -8% | 0 | 2% | 0% | 6% | 9% | -5% |
| S=c1nc(C2CCCCC2)[nH][nH]1 | -0.2% | 13% | 0% | · | -7% | 3 | -1% | 2% | 0% | 7% | -1% |
| CCOC(=O)Cn1c(C(=O)OCC)cc2sccc21 | -0.1% | -9% | 0% | -3% | 26% | 13 | -2% | 2% | -4% | -11% | 3% |
| COC(=O)c1c(NC(=O)Cn2cnc([N+](=O)[O-])n2)sc2c1CCC(C)C2 (stereo unspecified) | -1.0% | 13% | 2% | 0% | -21% | 3 | -16% | -1% | -44% | -14% | -3% |
| COCC(C)n1c(C)cc(C(=O)COC(=O)CN=C2NS(=O)(=O)c3ccccc32)c1C (stereo unspecified) | -0.4% | -4% | -2% | 1% | -9% | -2 | 4% | 1% | 10% | 9% | 0% |
| Cc1ccccc1S(=O)(=O)Cc1ccc(C(=O)N2CCN(c3cccc(C)c3C)CC2)o1 | -0.1% | -22% | -4% | -17% | -47%[inhibitor] | 0 | -16% | 0% | -96%[inhibitor] | -21% | -57%[inhibitor] |
| CC(=O)Nc1ccc(N=Nc2c(C)[nH]n(C(N)=S)c2=O)cc1 | -0.4% | 20% | -2% | -9% | 8% | 6 | 0% | 0% | 10µM* | 6% | ? |
| Cc1ccc(NC(=O)COC(=O)CSC(=S)N2CCOCC2)cc1 | 0.3% | 6% | -7% | -1% | -31% | ? | -1% | 0% | -11% | -34% | 7% |
| CCNC(=S)NS(=O)(=O)c1ccccc1 | 0.3% | 2% | -6% | 8% | -5% | -1 | -1% | 4% | -23% | -11% | 2% |
| Cn1c(=O)c2c(nc(CN3CCN(c4ccccc4F)CC3)n2CCCc2ccccc2)n(C)c1=O | · | · | -3% | 2% | 9% | · | -7% | · | -9% | · | · |
| O=C(CSCc1ccc(F)cc1)NCc1ccco1 | -0.7% | 5% | -10% | 7% | -14% | -2 | 2% | 0% | 8% | 22% | 11% |
| Cc1ccc(NC2=NC(c3ccc(F)cc3)n3c(nc(C)cc3=O)N2)c(C)c1 (stereo unspecified) | -0.1% | -5% | 2% | 2% | 7% | -2 | -1% | -1% | -4% | -1% | -2% |
| CC(C)C(=O)Nc1ccc(NC(=O)c2ccc(COc3ccccc3)cc2)cc1 | -0.8% | 1% | 1% | 2% | -15% | 2 | -3% | 1% | -2% | ? | ? |
| Cc1ccc2cc(CN(Cc3ccco3)C(=S)NCC3CCCO3)c(=O)[nH]c2c1C (stereo unspecified) | 1.8% | -1% | -3% | -6% | -13% | 20 | 0% | 3% | -25% | -2% | -3% |
| CCn1c2c(c(=N)c3ccccc31)CCC2 | 0.0% | 1% | 1% | -3% | -9% | 0 | 1% | -1% | -37% | 3% | -10% |
| COc1ccc(OC(C)C(=O)N2CCC(C)CC2)cc1 (stereo unspecified) | 0.1% | -2% | 0% | -2% | 5% | 5 | 1% | -2% | -1% | 1% | 3% |
| COc1ccccc1NC(=O)C(C)OC(=O)c1nc2nc(C)cc(C)n2n1 (stereo unspecified) | -0.3% | -4% | 0% | -11% | 8% | -3 | 0% | 0% | 0% | 35% | 3% |
| Cc1nc(NC(=O)CC(C)C)sc1-c1csc(Nc2ccc(Cl)cc2)n1 | 0.1% | -3% | 2% | 0% | -1% | -1 | -8% | 0% | -82% | 7% | -5% |
| O=C1CC(Cc2ccccc2)C(=O)N1c1ccccn1 (stereo unspecified) | -0.4% | -1% | -3% | 0% | 0% | 0 | -2% | 0% | -6% | ? | -2% |
| N#C/C(=C\c1ccc[nH]1)S(=O)(=O)c1ccccc1 | 0.0% | ? | -2% | · | -1% | -7 | 0% | 1% | 4% | -4% | 2% |
